Arrestin-AP2 inh: human beta-arrestin and AP2 interaction inhibition; FITC-arrestin peptide / GST-AP2 beads, flow cytometry; AP2 beta2 appendage carries R879A mutation; inhibition, % at 10 µM; actives 0.31% (n = 340,000); AID 504490;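 active = inhibition above a set limit, near 3 SD of compounds lacking own fluorescence, cut at about 54% in these data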;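 also: plate controls were DMSO wells for no effect and 5 µM unlabelled arrestin peptide for full effect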
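System: GST-AP2 R879A glutathione beads. Medium: PBS with 0.05% Tween 20 and 0.1% BSA. Also added: FITC-arrestin peptide, 50 nM. Incubation: 12 min plus 1 h, RT. Measured by: high-throughput flow cytometry of beads, ex 488, em 535 nm. Evaluation: percent drop in bead-associated FITC signal.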
V-ATPase pH: alters yeast V-ATPase proton transport. S. cerevisiae, pHLuorin cytosolic pH fluorescence. response, % at 10 µM. actives 0.37% (n = 350,000). AID 504577; in the data active = response mostly above about 7.3%, no sharp cut-off; inactive = mostly below about 5.4%; also: actives read high; inactives centre near 0; some compounds called inactive have numbers as strong as hits; reference of the scale not given here
cardiac RTF act: cardiac RTF calcium sensitization. IANBD-labeled TnC RTF fluorescence at EC20 calcium; 0% EC20 calcium, 100% full calcium. actives 0.24% (n = 340,000). P19429+P45379. activation, % at 7.2 µM;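 active = activation above the mean over all tested compounds plus 3 SD, cut at about 30% in these data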;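 also: rise in fluorescence read as greater calcium sensitivity of cardiac thin filaments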
DSG3 Ab inh: inhibitors of pemphigus antibody binding to human desmoglein-3; DSG3-coupled beads, scFv-anti-DSG3-GFP binding, flow cytometry; active compounds read low; binding (percent of control), % at 10 µM; AID 588358; actives 0.48% (n = 310,000); P32926;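 active = binding more than 3 SD below its plate's average and above zero; inconclusive = below that plate limit but binding exactly zero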;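 also: hits lower antibody fragment binding to DSG3; some compounds called inactive have numbers as strong as hits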
C-LANA FP: inhibitors of KSHV LANA C-terminal domain DNA binding. MBP-C-LANA/FAM-LBS DNA binding, fluorescence polarization. inhibition, % at 9 µM. actives 0.078% (n = 340,000). AID 504423;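 active = highest replicate inhibition at or above 60% at 9 µM, even if other replicates fall short; inactive = all replicates below 60% inhibition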;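 also: 0% = neutral control wells and 100% = 4 µM acridine orange control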
RTF Ca sens inh: cardiac RTF calcium desensitization. P19429+P45379. IANBD-labeled cardiac RTF, Ca2+ fluorescence. inhibition, % at 7.15 µM. actives 0.12% (n = 340,000);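 active = inhibition above the mean inhibition of all tested compounds plus 3 SD, cut at about 17% in these data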;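 also: assay run at fixed EC70 calcium of 1.6 mM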
OPRM1-OPRD1 inv: inverse agonists of human mu-delta opioid receptor heterodimerization; cell-based MOR-DOR heterodimer luminescence, inverse agonism; inhibition, % at 9.3 µM; actives 0.21% (n = 340,000); AID 504357; in the data active = inhibition above about 22%, passing the limit was not always enough;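 also: 0% = cells with DMSO and 100% = wells without cells with DMSO; values of inactives mirror those of a sister screen read the other way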
Wnt bcat act: activates Wnt/beta-catenin signaling in a reporter cell assay. activator, plate reader. activation, % at 9.35 µM. actives 1.2% (n = 300,000); in the data active = activation above about 30%, passing the limit was not always enough; inconclusive = no clear call, values can overlap the other calls;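 also: 0% = neutral control wells and 100% = positive control wells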
Keap1-Nrf2 PPI: disrupts human Keap1 binding to Nrf2 peptide; Q14145; Keap1 Kelch-Nrf2 peptide fluorescence polarization, 1536-well; inhibition, % at 9.4 µM; actives 0.15% (n = 340,000); AID 504523; in the data active = inhibition above about 12%; inconclusive = no clear call, values can overlap the other calls; inactive = below about 7.3%;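 also: human Keap1 Kelch domain with fluorescein labeled Nrf2 9mer peptide probe; 0% = neutral control wells and 100% = peptide positive control; higher means more block of Keap1 binding to Nrf2 peptide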
Target sequence (Q14145 whole entry, looked up, the tested form may be a part): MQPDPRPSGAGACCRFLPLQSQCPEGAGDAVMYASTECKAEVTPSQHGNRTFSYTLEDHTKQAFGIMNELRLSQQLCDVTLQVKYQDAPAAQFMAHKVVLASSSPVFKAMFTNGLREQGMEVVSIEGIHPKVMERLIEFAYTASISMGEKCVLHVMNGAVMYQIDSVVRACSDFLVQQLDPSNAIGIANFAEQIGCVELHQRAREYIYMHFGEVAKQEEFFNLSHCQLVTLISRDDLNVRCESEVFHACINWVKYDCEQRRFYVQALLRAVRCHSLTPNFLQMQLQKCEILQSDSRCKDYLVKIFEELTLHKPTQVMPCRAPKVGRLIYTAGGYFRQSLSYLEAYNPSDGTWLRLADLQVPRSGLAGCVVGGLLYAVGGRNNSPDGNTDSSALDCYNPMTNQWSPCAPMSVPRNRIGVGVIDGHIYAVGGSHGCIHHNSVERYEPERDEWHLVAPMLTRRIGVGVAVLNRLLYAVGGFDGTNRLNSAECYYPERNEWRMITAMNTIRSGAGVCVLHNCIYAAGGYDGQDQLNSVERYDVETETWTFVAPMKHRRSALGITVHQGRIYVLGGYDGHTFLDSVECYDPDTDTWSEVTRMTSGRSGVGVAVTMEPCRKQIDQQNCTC
MOR-DOR ag: agonists of human mu-delta opioid receptor heterodimerization. P35372+P41143. cells, OPRM1-OPRD1 heterodimerization, luminescence. activation, % at 9.3 µM. actives 0.3% (n = 340,000). AID 504326; in the data active = activation above about 18%;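 also: 0% = vehicle-treated cells and 100% = reference agonist; values of inactives mirror those of a sister screen read the other way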
Starred values were filed as active, the others as inactive; ? = inconclusive; / = not tested or not shown; & = joins results of further samples. Random draw from the library. Share with any hit: about 3.1%.

SMILES	Arrestin-AP2 inh	V-ATPase pH	cardiac RTF act	DSG3 Ab inh	C-LANA FP	RTF Ca sens inh	OPRM1-OPRD1 inv	Wnt bcat act	Keap1-Nrf2 PPI	MOR-DOR ag
CCCCNCCS(=O)(=O)NCc1ccc(OC)cc1	24	-2	-2	108	0.2	-6	-1	-2	1	0.1
CCOc1ccc(N2CC(C(=O)NCCc3ccc(S(N)(=O)=O)cc3)CC2=O)cc1 (centres undefined)	31	-4	-3	97	0.8	-2	-6	3	-2	0.8
CC(C)NC(=O)c1cc(-c2cccs2)nc2ccccc12	-10	1	1	100	-0.3	-3	11	2	-2	-2.2
CCOC(=O)c1csc(NC(=O)c2cc(OC)c(OC)c(OC)c2)n1	10	-2	2	105	1.0	5	4	/	2	-0.8
O=C(CCC1CCCN(C(=O)c2ccc(F)c(F)c2)C1)N1CCN(c2ccccn2)CC1 (centres undefined)	41	-2	-5	100	0.2	-5	11	-1	3	-1.6
C#CCOc1c(Br)cc(/C=N/O)cc1OCC	-9	1	1	102	-1.0	-5	10	/	-1	-2.5
CCOC(=O)C(C)n1cnc2c(nnn2-c2cccc(OC)c2)c1=O (centres undefined)	-8	1	4	99	-1.8	-4	8	5	-4	-1.9
O=C(Nc1ccc(F)c([N+](=O)[O-])c1)C1CCCO1 (centres undefined)	-9	-4	-5	/	0.6	-1	11	1	1	-2.2
COc1ccc(S(=O)(=O)N2CCCC2)cc1C(=O)N1CCCCC1	-6	-2	-6	111	-1.5	-4	-3	0	2	0.5
O=C1COc2ccc(C(=O)COC(=O)c3nc(Cl)ccc3Cl)cc2N1	15	0	-11	103	0.2	-2	12	-1	4	-1.9
CCOc1ccc(NC(=O)CN2CCN(CC(=O)Nc3ccc(OC)cc3)CC2)cc1	14	-2	0	91	-1.6	2	15	/	-4	-3.0
CC(=O)C[C@H](O)CC(=O)[C@H]1OC(=O)CCCCCc2ccccc21	29	0	-3	97	0.4	-2	22	-1	2	-4.8
CC1CCCCC12NC(=O)N(CC(=O)OCC(=O)N(C)C1CCCCC1)C2=O (centres undefined)	44	-5	-7	/	-1.3	1	2	0	5	-0.4
COCCN(C(=O)COC(=O)c1nc(Cl)ccc1Cl)c1c(N)n(Cc2ccccc2)c(=O)[nH]c1=O	-14	-1	-1	98	0.5	-4	7	-4	-1	-1.0
O=C(CCN1C(=O)/C(=C\c2cccs2)SC1=S)Nc1ccccn1	15	6.2*	5	94	11	-26	4	-1	-4	-0.9
CC1(C)CSC(=NCCc2ccccc2)N1C(=O)c1ccc(C#N)cc1	28	-1	1	130	0.5	-4	8	8	2	-1.6
O=C(CSc1ccccc1)Nc1nc2ccccc2[nH]1	9	32*	4	101	-1.2	-11	0	15	0	0.1
Cc1cc(OCC(=O)OCC(=O)c2ccc[nH]2)ccc1Cl	2	-2	2	106	0.2	2	-21	-2	-1	3.2
Cc1nc2cncc(Br)c2n1C	7	1	-1	100	2.7	4	7	0	1	-1.7
Cc1ccc(C(=O)NCc2ccccn2)cc1Cl	-4	1	-2	86	-1.7	1	6	-3	-3	-1.0
O=C(NCCCN1CCOCC1)c1ccccc1NS(=O)(=O)c1ccc(Br)cc1	39	-1	9	98	0.3	-6	11	-2	1	-2.0
O=Cc1sc(Nc2ccccc2)nc1Cl	31	2	4	106	1.6	-4	-17	5	-7	3.3
Brc1ccccc1OCCNCc1ccccc1	15	-1	4	100	0.0	10	-11	15	-2	2.0
O=C(CSc1nc2ccccc2c(=O)n1-c1ccccc1Cl)Nc1cccc(S(=O)(=O)N2CCOCC2)c1	6	-3	9	114	-4.5	-4	23	-2	-4	-4.2
CCNC(=S)NNC(=O)c1ccncc1	8	2	1	97	0.0	2	18	0	-3	-3.4
CC(C)C(=O)OCC(=O)Nc1ccc2c(c1)CCC2	-7	-1	11	98	-0.1	-4	2	/	-1	-0.4
CN(C)[C@@H]1C(=O)C(C(N)=O)=C(O)[C@@]2(O)C(=O)C3=C(O)c4c(O)ccc(Cl)c4[C@@H](O)[C@H]3C[C@@H]12	7	7	8	111	5.1	-4	1	0&-2	-4	-0.1
CCc1nnc(NC(=O)c2sc3nc4c(cc3c2N)CCCCC4)s1	4	5	9	89	0.8	9	-7	?	-7	1.4
Cc1cccc(NC(=O)CNC(=O)C23CC4CC(CC(Cl)(C4)C2)C3)n1	6	-2	-2	93	0.4	-4	-4	-2	-6	0.7
CCCCSc1nnc(-c2ccc(OC)cc2)n1C	-3	-1	1	98	0.1	-7	14	/	2	-2.5
O=C(O)c1ccc(CNCc2c(Cl)cccc2Cl)cc1	1	-1	0	102	-0.2	-8	4	/	-2	-0.6
Cc1ccc(Cl)cc1NC(=O)CCn1cccc1	-2	2	5	116	-2.2	3	4	/	-5	-0.7
Cc1cc(Cl)ccc1NC(=S)N1CCN(Cc2ccc3c(c2)OCO3)CC1	-5	6	6	105	0.0	-13	-29	/	3	5.0
O=C(CCn1cnc2ccccc2c1=O)Nc1ccc(Cl)c(Cl)c1	-6	5	0	97	-0.4	4	15	/	1	-2.8
COc1ccc(C(=O)N2c3ccccc3C=CC2C#N)cc1 (centres undefined)	1	-1	3	93	0.5	-1	-3	2	-1	0.4
C=CCN1C(=O)c2ccc(C(=O)N(C)CC(=O)Nc3c(C)cccc3C)cc2C1=O	-4	1	1	100	0.2	4	14	-1	-7	-2.2
COc1ccc(-c2cnnn2-c2ccc(NC(=O)/C=C/c3ccc(OC)c(OC)c3)cc2)cc1	-2	0	0	107	0.3	9	3	-3	0	-0.6
O=C(NCc1ccc(F)cc1)c1cc2n(n1)C(C(F)(F)F)CC(C1CC1)N2 (centres undefined)	10	-1	3	98	-0.2	-2	-2	-1	-3	0.4
O=C(Nc1ccc(N2CCN(Cc3ccccc3)CC2)cc1)c1cccnc1	1	-1	2	108	-2.3	-2	-3	/	-3	0.6
CC(C)Cc1ccc(S(=O)(=O)N2CCN(c3ccccn3)CC2)cc1	0	0	-3	94	1.0	0	-7	2	2	1.5

Marked active in V-ATPase pH, of those listed so far:
smiles	Arrestin-AP2 inh	V-ATPase pH	DSG3 Ab inh	C-LANA FP	OPRM1-OPRD1 inv	Wnt bcat act	Keap1-Nrf2 PPI	MOR-DOR ag
O=C(CCN1C(=O)/C(=C\c2cccs2)SC1=S)Nc1ccccn1	15	6.2*	94	11	4	-1	-4	-0.9
O=C(CSc1ccccc1)Nc1nc2ccccc2[nH]1	9	32*	101	-1.2	0	15	0	0.1

Next records
SMILES	Arrestin-AP2 inh	V-ATPase pH	cardiac RTF act	DSG3 Ab inh	C-LANA FP	RTF Ca sens inh	OPRM1-OPRD1 inv	Wnt bcat act	Keap1-Nrf2 PPI	MOR-DOR ag
COc1cc(C)c(NC(c2ccccc2)c2ccccc2)cc1OC	18	0	-1	98	-0.7	5	-39	0	5	7.4
Cc1[nH]n(-c2ccccc2)c(=O)c1C(C[N+](=O)[O-])c1ccc(Br)cc1 (centres undefined)	30	6	-4	106	22	-2	11	/	-16	-2.1
O=C(c1ccc(F)cc1)c1cc2ccc(O)cc2oc1=O	18	-4	-8	94	2.8	-1	22	5	1	-3.9
COc1cc(NS(=O)(=O)c2ccc(NC(=S)NC(=O)c3sc4ccccc4c3Cl)cc2)nc(OC)n1	29	-7	-6	115	1.2	2	13	21	-2	-2.4
O=C(CC1NC(=O)NC1=O)Nc1ccc(Cl)cc1 (centres undefined)	-1	5	0	88	0.9	-15	8	-2	0	-1.7
CN(C(=O)C1CC1)C1CCS(=O)(=O)C1 (centres undefined)	12	-2	0	84*	0.2	4	-2	0	-4	0.3
CS(=O)(=O)N(CC(=O)N1CCCC1)c1ccc(Cl)cc1Cl	33	-1	-9	94	-0.2	-3	13	-1	1	-2.5
CCC(CC)C(=O)Nc1cc(OC)c(OC)cc1C(=O)O	19	0	1	113	-5.2	-9	-3	-3	-3	0.5
CCN(C(=O)CCCCC(=O)N(CC)c1ccccc1)c1ccccc1	31	-1	1	106	1.9	-8	-5	0	1	0.9
CC(=O)Nc1cccc(NC(=O)CCc2ccccc2)c1	0	-5	-4	119	-2.7	-2	10	/	-1	-2.0
CCc1c(C)sc(NC(=O)c2cccs2)c1C#N	14	6	3	98	0.5	-15	7	23	-6	-1.2
CC(C)N(C(=O)CSc1nc(COc2ccccc2)nc2ccccc12)C(C)C	39	2	-1	101	-1.3	3	-19	0	-11	3.6
O=c1ccnc(Nc2ccc3c(c2)OCCO3)[nH]1	-7	3	/	/	-3.5	/	/	-3	-3	/
CC(Oc1ccccc1)C(=O)N1CCN=C1SCc1cccc(F)c1 (centres undefined)	-7	8	0	102	-3.8	0	11	0	-6	-2.3
Cc1ccc2nc(C)/c(=N\O)c(C)nc2c1	26	1	-10	102	-0.6	-2	12	/	1	-2.2
O=C1/C(=C/c2cccs2)SC(=S)N1CCC(=O)N1CCCCC1CCO (centres undefined)	3	-4	-4	88	-1.2	-8	1	9	0	-0.2
CCCS(=O)(=O)N1CCN(Cc2ccc([N+](=O)[O-])cc2)CC1	0	1	0	103	4.2	5	10	/	-1	-2.1
COc1cc(/C=N/NC(=O)c2c(C)nnn2-c2nonc2N)ccc1O	-7	0	-2	84	-0.2	17*	2	1	-5	-0.3
CC(=O)c1ccc(NC(=O)C2(c3ccccc3)CCOCC2)cc1	-3	-1	1	91	0.0	3	9	14	-3	-1.8
O=C(C1Cc2ccccc2CN1S(=O)(=O)c1ccc(F)cc1)N1CCCCC1 (centres undefined)	13	0	2	116	-0.3	-1	14	/	-2	-3.1
Cc1cccc(Cc2nc3ccccc3[nH]2)c1	3	0	3	127	-0.1	-6	17	8	2	-3.5
COCCCN1C(=O)c2ccc(C(=O)Nc3ccccc3OC)cc2C1=O	2	-3	-4	100	1.3	0	14	/	-3	-2.3
O=C(CCC(=O)N(CC(=O)NC1CCCCC1)c1ccc(F)cc1)Nc1nccs1	21	7	6	101	-0.9	6	10	0	-7	-1.4
COc1ccc(-c2cc3nc[nH]c(=O)c3s2)cc1	3	1	-2	91	0.2	1	-1	34*	-2	0.2
O=C(Oc1cc(Cl)ccc1Cl)c1ccc(N2CCOCC2)c([N+](=O)[O-])c1	-1	-1	1	116	-2.0	-3	-1	-2	-1	0.1
COc1ccc(C(=O)Nc2ccc(-c3n[nH]c(=S)o3)cc2)cc1	27	-7	-6	103	1.0	5	11	4	-2	-2.5
O=C(COc1ccccc1Cl)NCCNC(=O)c1ccco1	11	7	0	93	-0.1	-20	1	-1	-2	-0.1
CCOC(=O)CNC(=O)CSc1nnc(-c2ccccc2)c(-c2ccccc2)n1	-8	3	5	99	2.4	-6	2	-1	3	-0.5
CC(C)Cc1nc2n[nH]c(N)c2c2c1CCCC2	4	2	-4	112	-1.6	5	6	/	-1	-1.0
COc1cccc(-c2nnc(-c3ccco3)o2)c1	3	-2	2	115	0.0	-1	16	?	4	-3.0
